From PubChem
Fam108B inh: Fam108B inhibition, counter-screen for RBBP9 inhibitors; hit rate 0.33% among 300,000; inhibition, % at 9.51 µM; recombinant Fam108B, FP-Rh probe fluorescence polarization;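 active = inhibition above the screen mean inhibition plus 3 SD, computed separately per campaign, cut at about 18% in these data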;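 note: inhibitors lower polarization as less probe binds the enzyme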
MCL1 BIM primary: disrupts human MCL1 binding to BIM-BH3 peptide; Q07820; AID 2057; inhibition, % at 10.9 µM; hit rate 0.68% among 320,000; GST-MCL1 / FITC-Bim-BH3 fluorescence polarization;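 active = inhibition above the mean inhibition of all tested compounds plus 3 SD, set per campaign, cut at about 40% in these data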;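 note: 0% = DMSO wells and 100% = unlabeled Bim-BH3 peptide control; higher means more loss of mP so more displacement of Bim peptide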
Target sequence (Q07820 whole entry, looked up): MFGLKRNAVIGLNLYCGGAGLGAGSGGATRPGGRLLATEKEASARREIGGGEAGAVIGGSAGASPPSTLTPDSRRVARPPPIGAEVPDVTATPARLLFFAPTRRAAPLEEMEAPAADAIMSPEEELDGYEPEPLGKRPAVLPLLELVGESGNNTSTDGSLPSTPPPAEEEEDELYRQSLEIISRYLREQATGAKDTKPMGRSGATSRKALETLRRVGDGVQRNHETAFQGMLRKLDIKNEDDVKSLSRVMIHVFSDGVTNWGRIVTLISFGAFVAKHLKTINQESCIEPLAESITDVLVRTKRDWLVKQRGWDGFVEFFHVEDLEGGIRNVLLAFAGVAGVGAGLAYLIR
GLD-1 TGE inh: GLD-1-TGE RNA interaction inhibition (C. elegans); Q17339; purified GLD-1 + fluorescein TGE RNA, fluorescence polarization; inhibition, % at 5.96 µM; hit rate 0.44% among 320,000; AID 2280;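 active = percent inhibition above a per-plate cutoff, the plate mean of test compounds plus 3 SD, cut at about 30% in these data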;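 note: 0% = DMSO wells with GLD-1 and probe and 100% = wells lacking GLD-1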
TPT1 inh: blocks Candida albicans tRNA 2'-phosphotransferase; inhibition, % at 5 µM; hit rate 0.81% among 300,000; recombinant caTPT1, FP RNA substrate dephosphorylation; AID 1962;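 active = inhibition above the mean of all tested compounds plus 3 SD, set per screening campaign, cut at about 24% in these data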;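 note: plate controls were DMSO alone for no effect and ferristatin control at 100 nM for full effect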
MEX-5 binding: C. elegans MEX-5 TCR-2 RNA binding activity; activity score (negative = inhibition of binding), % at 10 µM; hit rate 0.38% among 300,000; Q9XUB2; MEX-5/FITC-TCR2 RNA binding, fluorescence polarization; stronger effect = lower value;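 active = inhibition past about -25% in most replicates, and total fluorescence under double the plate's negative control median, limit read from the data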;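 note: 0% = DMSO and -100% = 5 µM competing unlabeled TCR2 RNA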
PME-1 primary: PME-1 (human) inhibition. Q9Y570. recombinant PME-1, FP-Rh probe fluorescence polarization. inhibition, % at 5.9 µM. hit rate 0.53% among 320,000;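 active = inhibition above the campaign mean of all compounds plus 3 SD, cut at about 26% in these data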;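 note: competitive labeling of PME-1 active site by serine hydrolase directed probe; 0% = PME-1 with DMSO and 100% = wells lacking PME-1 enzyme; inhibitors block probe labeling so polarization falls and inhibition rises; many of its hits are not listed in these tables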
BCLXL inh: Bcl-xL (human) inhibition; GST-Bcl-xL / FITC-Bim BH3 peptide fluorescence polarization; hit rate 0.7% among 320,000; AID 2129; inhibition, % at 10.9 µM;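 active = inhibition above the mean of all tested compounds plus 3 SD, cutoff set per campaign, cut at about 30% in these data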;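 note: 0% = DMSO wells and 100% = unlabeled Bim-BH3 peptide competitor; inhibitors lower millipolarization by displacing the labeled peptide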
PAD4 FP inh: inhibitors of human PAD4 | Q9UM07 | recombinant PAD4, RCA probe fluorescence polarization | inhibition, % at 6.36 µM | hit rate 0.41% among 330,000 | AID 485272;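 active = percent inhibition above a cutoff equal to the mean of all tested compounds plus 3 SD, cut at about 15% in these data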;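 note: 0% = PAD4 with RCA probe and DMSO and 100% = probe without PAD4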
Target sequence (Q9UM07 whole entry, looked up): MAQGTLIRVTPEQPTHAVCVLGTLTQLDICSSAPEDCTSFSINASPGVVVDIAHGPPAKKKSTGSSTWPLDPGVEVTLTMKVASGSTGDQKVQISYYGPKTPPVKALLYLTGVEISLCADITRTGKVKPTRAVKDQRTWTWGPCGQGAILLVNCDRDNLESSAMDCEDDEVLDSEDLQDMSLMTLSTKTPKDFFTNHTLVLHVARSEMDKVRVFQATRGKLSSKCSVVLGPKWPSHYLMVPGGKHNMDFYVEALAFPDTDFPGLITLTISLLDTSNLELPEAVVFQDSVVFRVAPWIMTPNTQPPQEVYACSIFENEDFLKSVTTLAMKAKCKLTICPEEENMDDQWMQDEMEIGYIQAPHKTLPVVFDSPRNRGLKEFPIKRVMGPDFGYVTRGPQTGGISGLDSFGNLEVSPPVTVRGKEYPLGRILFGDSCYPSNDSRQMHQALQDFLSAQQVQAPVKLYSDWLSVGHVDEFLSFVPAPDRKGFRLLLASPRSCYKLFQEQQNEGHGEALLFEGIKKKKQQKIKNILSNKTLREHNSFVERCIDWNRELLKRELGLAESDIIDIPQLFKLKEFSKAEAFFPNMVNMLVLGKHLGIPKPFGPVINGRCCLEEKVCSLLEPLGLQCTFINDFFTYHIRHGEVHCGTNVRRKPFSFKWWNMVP
GSTO1 inh: blocks human GSTO1 in RBBP9 counter-screen. recombinant GSTO1, activity-based probe fluorescence polarization. inhibition, % at 5.96 µM. hit rate 1.1% among 300,000. AID 1974;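 active = inhibition above the campaign mean inhibition plus 3 SD, cut at about 35% in these data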;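 note: 0% = GSTO1-1 with DMSO and 100% = wells lacking GSTO1-1 enzyme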
* hit, by the source's call; x = no result given.

Start of the data: the first 5 records (preview)
SMILES | Fam108B inh | MCL1 BIM primary | GLD-1 TGE inh | TPT1 inh | MEX-5 binding | PME-1 primary | BCLXL inh | PAD4 FP inh | GSTO1 inh
CCc1noc(C)c1C(=O)N(C)CC(=O)Nc1ccc(OC)cc1 | 1 | 3 | 3 | 1 | 0.9 | 4 | -2 | -3 | -1
COc1ccc(/C=C(\C#N)c2n[nH]c(Cn3cncn3)n2)cc1 | -1 | 12 | -1 | -3 | -0.9 | 4 | 1 | 3 | 4
O=C(CSc1ccccc1Cl)N1CCC(c2nc3ccccc3s2)CC1 | 10 | 8 | 4 | -3 | 0.5 | 7 | 9 | -1 | 2
Cc1[nH]n(-c2ccccc2)c(=O)c1C=Nc1cccc2cccnc12 | 7 | 9 | 3 | 3 | -4.5 | 15 | 8 | -3 | 15
Cc1ccc2nc(N3C(=O)C(O)=C(C(=O)c4ccco4)C3c3ccc(C)o3)sc2c1 (stereo not drawn) | -4 | 18 | 0 | 6 | -0.5 | -5 | 14 | -10 | -4

The listing, from the start:
SMILES | Fam108B inh | MCL1 BIM primary | GLD-1 TGE inh | TPT1 inh | MEX-5 binding | PME-1 primary | BCLXL inh | PAD4 FP inh | GSTO1 inh
CCc1noc(C)c1C(=O)N(C)CC(=O)Nc1ccc(OC)cc1 | 1 | 3 | 3 | 1 | 0.9 | 4 | -2 | -3 | -1
COc1ccc(/C=C(\C#N)c2n[nH]c(Cn3cncn3)n2)cc1 | -1 | 12 | -1 | -3 | -0.9 | 4 | 1 | 3 | 4
O=C(CSc1ccccc1Cl)N1CCC(c2nc3ccccc3s2)CC1 | 10 | 8 | 4 | -3 | 0.5 | 7 | 9 | -1 | 2
Cc1[nH]n(-c2ccccc2)c(=O)c1C=Nc1cccc2cccnc12 | 7 | 9 | 3 | 3 | -4.5 | 15 | 8 | -3 | 15
Cc1ccc2nc(N3C(=O)C(O)=C(C(=O)c4ccco4)C3c3ccc(C)o3)sc2c1 (stereo not drawn) | -4 | 18 | 0 | 6 | -0.5 | -5 | 14 | -10 | -4
COc1ccc(OC)c(NC(=O)c2ccc3nc(-c4ccccc4)c(-c4ccccc4)nc3c2)c1 | -6 | 4 | 11 | 1 | 1.3 | 3 | 5 | 2 | -1
O=C(CNC(=O)c1ccc(F)cc1)N/N=C/c1cn[nH]c1-c1ccccc1 | -3 | -1 | 1 | 1 | 1.3 | 4 | -11 | -4 | 6
COc1ccccc1N1CCN(C(=O)COc2ccc(Cl)cc2)CC1 | -7 | 4 | 10 | 3 | 3.1 | 0 | 2 | 3 | 5
Cc1ccccc1CN1CCN(CC(=O)NCCCN2CCN(c3ccc(F)cc3)CC2)C1=O | -2 | -28 | -4 | -3 | 0.9 | -8 | 2 | 2 | 21
CC(C)C(O)(C#CCN1CCCCC1)c1ccccc1 (stereo not drawn) | 3 | 0 | 10 | -1 | 0.8 | 1 | 5 | 4 | -1
CCCCn1c(N2CCC(Cc3ccccc3)CC2)nc2c1c(=O)[nH]c(=O)n2C | 12 | -2 | 12 | -1 | -0.3 | 19 | -1 | -1 | 3
CCOC(=O)c1sc(NC(=O)c2c(OC)cccc2OC)nc1C | -1 | -1 | -1 | -2 | -0.6 | 0 | 3 | -3 | -5
CCCNC(=O)c1ccccc1NC(=O)c1ccc(CSc2ccccc2)cc1 | -29 | 2 | 1 | -1 | -0.1 | -48 | -1 | -2 | -11
COc1cc(C(=O)OCc2cccc(S(=O)(=O)N3CCOCC3)c2)ccc1OCC(C)C | x | 1 | 1 | x | x | 4 | 1 | 2 | x
O=C(O)COc1ccccc1/C=C1\SC(=O)N(Cc2ccc(F)cc2)C1=O | -5 | 7 | -3 | 0 | -1.6 | -10 | 4 | -7 | 1
C=CCc1ccc(OCCCOc2ccc(C)cc2OC)c(OC)c1 | -1 | 2 | 0 | 0 | 1.7 | 3 | 5 | -6 | -6
O=C(NC(c1ccccc1)C(Cl)Cl)c1ccccc1 (stereo not drawn) | 3 | -7 | 4 | 2 | 0.8 | 1 | 1 | 2 | -3
CCCCc1cc(=O)oc2cc(OCC(=O)NCCN3CCOCC3)c(Cl)cc12 | -2 | 2 | 3 | 2 | -0.6 | 1 | 3 | 0 | -12
CC(=O)N/C(=C\c1ccccc1)C(=O)NCc1ccc2c(c1)OCO2 | 3 | 10 | -4 | 1 | 0.6 | 0 | 6 | -3 | -2
C=CCSc1nc(C)c(CC=C)c(=O)[nH]1 | 1 | 0 | 2 | -1 | 2.3 | 3 | -1 | -4 | -3
COc1ccc(S(=O)(=O)N(CC(=O)NC2CC2)c2ccc(C)cc2)cc1OC | 1 | 6 | -1 | 3 | -2.9 | 2 | 4 | -3 | -1
Cc1ccc(-n2c(C)nc3ncnc(-c4ccccc4)c32)cc1 | -2 | 7 | 1 | -3 | 2.7 | 1 | -1 | 2 | 2
O=C(CNC(=O)c1cccc(Br)c1)NCCc1nc2ccccc2[nH]1 | 2 | 4 | -2 | 3 | -1.6 | -5 | 27 | 0 | 3
COc1ccc(OC)c(/C=N/Nc2nncn2/N=C/c2cc(OC)ccc2OC)c1 | 7 | 9 | -6 | -1 | -2.8 | 3 | 8 | 21* | 12
COc1ccc(OCCSc2ncnc3nc[nH]c23)cc1 | 4 | 4 | 1 | -7 | -1.2 | -5 | 0 | 1 | 7
O=C(CCCn1c(SCC(=O)NCC2CCCO2)nc2ccccc2c1=O)NCC1CCCO1 (stereo not drawn) | -1 | 10 | 0 | -3 | x | -3 | 3 | 4 | -1
CC(C)c1ccc2oc(=O)cc(CN3CCN(c4ccc(F)cc4)CC3)c2c1 | -1 | 2 | -3 | 2 | 1.2 | 6 | 1 | 3 | -1
Cc1ccc(/C=C/C(=O)c2ccc(C)cc2)cc1 | -1 | 11 | 4 | -2 | -0.6 | -2 | 6 | 1 | 4
Cc1ccn(CCC(=O)N2CCCC(CCC(=O)NCc3ccc(F)c(F)c3)C2)n1 (stereo not drawn) | -3 | 3 | -1 | 0 | 1.2 | 0 | 7 | -6 | -3
CN(C)Cc1ccccc1C(O)(c1ccccc1)c1ccccc1 | 1 | 1 | -7 | 0 | 3.2 | 0 | 2 | 0 | -3
CCN(CC)S(=O)(=O)c1ccc(C)c(NC(=O)CN2CCN(C)CC2)c1 | 2 | -4 | -3 | 3 | -2.5 | 7 | 6 | 1 | 0
Cc1ccc(NC(=O)CSc2nnc(Cc3ccccc3)o2)cc1 | 3 | 6 | 7 | 2 | -0.9 | 3 | 3 | 0 | 4
N=c1c(C(=O)NCc2ccc(F)cc2)cc2c(=O)n3ccccc3nc2n1Cc1ccco1 | -3 | 5 | -7 | 6 | -1.8 | -14 | 14 | -2 | -2
Cc1cccc2c(N=Nc3ccc(S(=O)(=O)Nc4cccc(Cl)c4)cc3[N+](=O)[O-])c(O)[nH]c12 | 36* | 7 | 4 | 4 | 0.3 | 32* | -2 | -1 | 15
Cc1cccc(OCC(=O)Nc2cccc(C(=O)NCC(C)C)c2)c1 | 1 | 6 | 3 | -2 | -0.2 | 0 | 3 | -5 | 4
Cc1cccc(C)c1NC(=O)Cn1nnnc1N | 6 | 0 | 4 | 0 | 0.3 | -2 | 0 | 2 | -1
O=C(NCc1cccs1)c1ccc([N+](=O)[O-])cc1Cl | -5 | 0 | -3 | -2 | 0.7 | 4 | 4 | -5 | 5
CCN(CCNC(=O)C1CCCN(Cc2nc(-c3ccc(OC)cc3)oc2C)C1)c1ccccc1 (stereo not drawn) | 1 | 1 | 2 | 2 | -0.8 | -10 | 4 | 0 | 2
Cc1sc2nc(CN3CCN(S(=O)(=O)c4cccc5nonc45)CC3)[nH]c(=O)c2c1C | 1 | 1 | -2 | -2 | -1.5 | 3 | 6 | -3 | -3
CCC1S/C(=N/N=C/c2ccco2)N(c2ccc(F)cc2)C1=O (stereo not drawn) | 2 | 3 | 1 | -4 | 0.1 | 4 | -1 | 2 | -4
Cc1nn(C)cc1S(=O)(=O)N1CCN(c2ccccc2)CC1 | -3 | 5 | -1 | -2 | -2.9 | 0 | 8 | 1 | 3
O=C(COC(=O)c1cccc(Oc2ccccc2)c1)NCc1ccco1 | -3 | -5 | -4 | 3 | 3.5 | -11 | 5 | 5 | 1
C[C@]1(OC(=O)/C=C/c2ccccc2)C[C@@H](O)[C@]2(O)C=CO[C@@H](O[C@@H]3O[C@H](CO)[C@@H](O)[C@H](O)[C@H]3O)[C@@H]21 | 4 | 5 | 7 | -1 | x | -8 | 7 | -7 | 6
CCOC(=O)C1=C(COC(=O)Cc2ccc(Cl)cc2)NC(=O)NC1C (stereo not drawn) | x | -12 | 5 | x | x | 6 | -5 | -1 | x
Cc1ccc(Nc2nnc(SCC(=O)Nc3ncc(C(F)(F)F)cc3Cl)s2)cc1 | 0 | 32 | 6 | -3 | 0.3 | 0 | -1 | -4 | 0
CC(C)[C@H](NC(=O)[C@@H]1CSC2c3ccccc3C(=O)N21)C(=O)NC1CCCCC1 (stereo partly drawn) | -4 | -4 | 4 | -2 | 0.6 | 0 | 4 | -7 | 2
O=C(CCC(=O)c1cccs1)NCc1cccnc1 | -1 | -10 | 5 | 2 | -0.8 | -4 | -2 | 0 | 6
CN(CC(=O)NCc1ccc(F)cc1)S(=O)(=O)c1ccc2c(c1)n(C)c(=O)c(=O)n2C | -2 | 4 | 3 | 0 | -0.8 | 6 | 3 | 2 | 3
CCOc1cccc(C(=O)NC(=S)NCc2cccnc2)c1 | 0 | 7 | -2 | -3 | -0.7 | 2 | 4 | 1 | -1
CCOC(=O)N1CCN(Cc2nc3cc(NC(=O)CC)ccc3n2C)CC1 | -1 | 20 | 11 | -7 | -1.1 | -7 | 18 | 2 | 4
CC(=O)Nc1cccc(Oc2cc(C#N)c(C#N)cc2N2CCOCC2)c1 | 2 | -1 | -13 | -1 | -0.2 | 0 | 0 | 2 | -9
Cn1c(SCc2ccccc2F)nnc1-c1cnccn1 | 0 | 4 | 9 | 1 | -1.5 | 0 | -1 | -2 | -6
COc1ccc(S(=O)(=O)Nc2cc(C)ccn2)cc1OC | 3 | 8 | 3 | -1 | 0.2 | -4 | -1 | -1 | 2
Nc1ccc(C(=O)OCC(=O)NC2CCCc3ccccc32)cc1[N+](=O)[O-] (stereo not drawn) | -5 | -14 | -3 | 3 | -1.9 | 3 | -3 | 1 | -3
CCOC(=O)C1(C)NC(c2ccco2)C2C(=O)N(CC)C(=O)C21 (stereo not drawn) | 8 | 5 | 0 | -3 | -0.1 | -1 | 4 | 1 | 15
COCCSc1nnc(NC(=O)Cc2ccccc2OC)s1 | -2 | -1 | 11 | -1 | 2.2 | -8 | 1 | 0 | 4
O=C1CC2(CCN(C(=O)c3ccccc3F)CC2)Oc2ccccc21 | -3 | 6 | 0 | -1 | -0.5 | 9 | 11 | 4 | 7
CC(=O)NS(=O)(=O)c1ccc(NS(=O)(=O)c2ccc3ccccc3c2)cc1 | 2 | 4 | -1 | 1 | -2.1 | -3 | 7 | 1 | 8
CC(=O)c1cc2c(cc1NS(=O)(=O)c1ccccc1)OCO2 | 1 | 3 | 7 | 0 | 1.2 | -2 | 7 | -2 | 5
COC(=O)c1c(NC(=O)CN2CCN(C(=O)c3ccco3)CC2)c2cc(C)ccc2n1C | 1 | -15 | 2 | 0 | 0.4 | 5 | -8 | 0 | 1

This is a subset, so the mix of outcomes need not match the whole.
